Screens (PubChem)
Sm TGR block: S. mansoni TGR enzyme inhibition; AID 485364; Potency, µM (doses to about 114 µM), for the others: top-dose activity change, negative = inhibition, hits mostly inhibitors; actives 3% (n = 360,000); purified TGR, DTNB reduction, TNB absorbance 405 nm; note: nearly all actives have a fitted effect of over 60% in size
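First, TGR (20 nM dispensed) and NADPH were mixed with compound. Second, a 15 min room-temperature incubation followed. Third, further NADPH and then DTNB were added to start the reaction. Finally, TNB absorbance was monitored kinetically.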
TbPYK inhibitor: T. brucei pyruvate kinase inhibition. TbPYK enzyme, Kinase-Glo Plus ATP luminescence, 45 min. Potency, µM (doses to about 76.8 µM), inactives show top-dose activity, negative = inhibition, usual class: inhibitors. Q57TT1. AID 624173. actives 0.12% (n = 410,000); note: nearly all actives have a fitted effect of over 50% in size
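Enzyme and substrate buffer are dispensed first and compound is pin-transferred. ADP at 130 uM final then starts the reaction, which runs 45 min at room temperature. Detection reagent is added for 10 min before luminescence is imaged.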
LmPK inhibitor: inhibitors of Leishmania mexicana pyruvate kinase. AID 1721. actives 0.37% (n = 290,000). purified LmPK, Kinase-Glo ATP luminescence, 1 h. Potency, µM (titrated, usually from 57.5 µM), without a hit: at the top dose activity change, negative = inhibition, usual class: inhibitors
Target sequence (Q27686 whole entry, looked up): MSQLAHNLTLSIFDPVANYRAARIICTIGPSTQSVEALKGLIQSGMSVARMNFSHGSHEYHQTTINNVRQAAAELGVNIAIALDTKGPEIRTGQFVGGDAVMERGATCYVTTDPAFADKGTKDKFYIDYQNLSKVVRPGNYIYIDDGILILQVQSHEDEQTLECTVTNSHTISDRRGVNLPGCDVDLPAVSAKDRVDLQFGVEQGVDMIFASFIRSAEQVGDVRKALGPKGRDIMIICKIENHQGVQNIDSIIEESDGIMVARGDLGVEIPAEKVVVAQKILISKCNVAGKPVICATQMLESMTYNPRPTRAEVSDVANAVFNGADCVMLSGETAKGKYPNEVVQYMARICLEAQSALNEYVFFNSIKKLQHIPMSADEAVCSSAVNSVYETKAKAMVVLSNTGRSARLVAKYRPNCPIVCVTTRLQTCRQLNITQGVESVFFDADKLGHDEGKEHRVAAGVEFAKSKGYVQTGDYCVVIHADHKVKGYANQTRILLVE
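Screened at intermediate enzyme activity to detect both inhibitors and activators: LmPK at 0.1 nM, with a 0.5 nM enzyme column as activation reference. PEP 0.5 mM, ADP 0.1 mM; ATP detected by luminescence after 1 h.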
Pf growth 48h: inhibits P. falciparum growth in the first generation, 48 h. actives 5.9% (n = 310,000). Potency, µM (series often up to 28.7 µM), for inactives: at the highest dose activity change, negative = inhibition, most hits filed as inhibitors. AID 504832. P. falciparum luciferase growth in erythrocytes, 48 h
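Here the parasites carry a stable luciferase gene and grow inside erythrocytes in Albumax-based RPMI medium with compound for one erythrocytic cycle. Activity is scored as loss of luminescent signal.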
HCV inhibitor: inhibitors of hepatitis C virus infection; Huh7.5.1 HCVcc-Cre infection, luciferase reporter, 44 h; Potency, µM (titrated, usually from 41.8 µM), inactives show at the top dose activity change, negative = inhibition, most hits filed as inhibitors; actives 3.4% (n = 340,000); AID 651820
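Luciferase read-out (15 sec integration) after a 15 min room-temperature substrate step quantifies HCVcc-Cre infection. Cells, 1,000 per well, had compound added 4 h post-plating, then virus at ~0.5 moi, and were cultured 44 h.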
Pf growth 96h: P. falciparum growth inhibition at 96 hour, primary screen for plastid delayed-death inhibitors; P. falciparum luciferase reporter growth, 96 h; Potency, µM (highest dose often 28.7 µM), for the others: at the highest dose activity change, negative = inhibition, usual class: inhibitors; actives 6.9% (n = 320,000); AID 504834
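Compounds incubated with erythrocytes infected by luciferase-expressing P. falciparum (2% hematocrit, 0.05% parasitemia final) for 96 hours, 37 C in 5% CO2. Growth inhibition scored as decreased luciferase luminescence.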
Starred values were filed as active, the others as inactive; ? = inconclusive; / = no result given; & = joins results of further samples; [ ] = remark or other dose. Calls come from the whole dose curve; as a rule, active = well fitted curve in the direction sought with a large enough effect; inconclusive = small, poorly fitted or top-dose-only effect, or another doubt; inactive = no such curve, though single readings can be large; an effect the other way counts as inactive or inconclusive. % is set by controls: 0 for no effect and ±100 for the full control effect; potency is the fitted concentration of half-maximal effect.

SMILES	Sm TGR block	TbPYK inhibitor	LmPK inhibitor	Pf growth 48h	HCV inhibitor	Pf growth 96h
O=C(CN1CCN(Cc2ccccc2)CC1)Nc1ccc2c(c1)CCC2	0%	-1%	-2%	24%	3%	-10%
Cc1ccc(/C=C/C(=O)O)cc1S(=O)(=O)NCCO	45µM*	-6%	1%	2%	7%	15%
CCC(C)n1nccc1NC(=O)C(C)OC(=O)c1cc2ccccc2[nH]1 (centres undefined)	-4%	-17%	1%	?	?	/
CCOC(=O)c1ccc(COc2ccc(C(C)C)cc2)o1	-29%	-4%	6%	215%[activator]	4%	5%
Cc1cccc(CN2CCC(C(=O)Nc3cccc(-c4cccc(F)c4)c3)CC2)n1	-26%	1%	-1%	0%	7.9µM*	?
O=C(CCC(=O)N/N=C/c1c[nH]c2ccccc12)NCc1ccccc1	-16%	-2%	1%	1%	30%[activator]	?
Cc1cccc(Sc2c([N+](=O)[O-])ncn2C)n1	?	6%	-1%	-13%	-6%	?
CCOC(=O)CSc1nc2ccc(NC(C)=O)cc2s1	2%	1%	1%	8%	0%	/
O=c1c2sc3nc(N4CCOCC4)c4c(c3c2ncn1CCc1ccccc1)CCCC4	13%	2%	-2%	?	-21%	?
c1ccc(Cc2nn3c(C4COc5ccccc5O4)nnc3s2)cc1 (centres undefined)	15%	?	1%	-8%	11%	/
O=C(c1ccc(Cl)c(S(=O)(=O)NCc2ccco2)c1)N1CCN(c2ccccc2F)CC1	-25%	-5%	1%	/	-45%	?
Cc1ncc(CN2CCC(C(=O)Nc3ccc(Oc4cccnc4)cc3)CC2)cn1	-2%	0%	-1%	?	-21%	20%
O=C(CNC(=O)C1CCCCC1)NCc1ccco1	?	-2%	4%	7%	12%	21%
Cc1ccc(C2CC(c3ccccc3C)n3nc(N)nc3N2)cc1 (centres undefined)	-19%	2%	4%	-9%	11%&9%	8%
CCN(CCn1cccn1)C(=O)CCc1nnc(Cc2c[nH]c3ccccc23)o1	0%	1%	6%	5%	2%	-13%
Cc1cc(C)nc(SC(C)C(=O)N/N=C/c2cccs2)n1 (centres undefined)	11%	4%	2%	9%	-4%	43%[activator]
Cc1cc(C)nc(N=Nc2c(O)n(Cc3ccc(Cl)cc3)c3ccccc23)n1	-8%	-4%	1%	?	?	?
CC1=NN(c2nc(C)cc(C)n2)C(=O)C1CCC(C)C (centres undefined)	3%	3%	4%	/	-2%	?
COc1cc(/C=N\NC(=O)c2ccc(Cn3nc([N+](=O)[O-])c(Cl)c3C)o2)ccc1O	2%	-10%	4%	/	-24%	?
CCN(CC)C(=O)CSC1c2ccccc2C(=O)N1c1ccccc1 (centres undefined)	3%	4%	-6%	10%	1%	11%
CCOc1ccc2oc(C(=O)Nc3cc(C)ccn3)c(C)c2c1	0%	5%	/	-2%	10%	-26%
COC(=O)C(Cc1ccc(O)cc1)NC(=O)C12CC3CC(CC(C3)C1)C2 (centres undefined)	-5%	4%	3%	1%	2%	?
S=c1[nH]nc(COc2ccccc2)n1/N=C/c1ccncc1	1%	-27%	4%	-29%[5.75 µM]	11%	24%
COc1ccc(/C=N/NC(=O)c2cc(-c3ccc4c(c3)OCO4)n[nH]2)cc1OC	-6%	6%	3%	?	?	12µM*
CC(=O)C1=C(O)C(=O)N(Cc2cccnc2)C1c1ccc(Cl)cc1Cl (centres undefined)	-11%	0%	-4%	-9%	-3%	-8%

Just Sm TGR block, Pf growth 48h and TbPYK inhibitor (two entries from above):
Molecule	Sm TGR block	Pf growth 48h	TbPYK inhibitor
COc1ccc(/C=N/NC(=O)c2cc(-c3ccc4c(c3)OCO4)n[nH]2)cc1OC	-6%	?	6%
CC(=O)C1=C(O)C(=O)N(Cc2cccnc2)C1c1ccc(Cl)cc1Cl (centres undefined)	-11%	-9%	0%

(further entries)
SMILES	Sm TGR block	TbPYK inhibitor	LmPK inhibitor	Pf growth 48h	HCV inhibitor	Pf growth 96h
COc1cccc(/C=N/n2cnc3c(cnn3-c3ccccc3)c2=O)c1	30%	0%	1%	9%	-14%	10%
COc1ccc(S(=O)(=O)Nc2ccc3c(c2)OCO3)cc1	3%	-19%	4%	?	27%	40%[activator]
COc1ccccc1C(=O)NC(=O)CSc1nc(C)cs1	-8%	-5%	/	13%	10%	6%
COc1ccc(CC(=O)N2CCC(n3nccc3NC(=O)C3CCOC3)CC2)cc1 (centres undefined)	2%	1%	-5%	5%	11%	?
COc1ccc(C2Nc3ccccc3C(=O)N2Cc2ccco2)cc1COc1ccc([N+](=O)[O-])cc1 (centres undefined)	-6%	-1%	-1%	?	?	5.9µM*
O=C(Cc1noc2ccccc12)NNC(=S)Nc1ccc(Cl)cc1	7%	-11%	-9%	4%	19%	9%
CCOC(=O)c1c(/N=C/N(C)C)sc(/C=N/Nc2ccccc2)c1-c1ccccc1Cl	-10%	-6%	1%	6.6µM*	6.3µM*	?
O=C(c1ccccc1)n1ccn(-c2ccccc2)c1=S	-6%	5%	-2%	4%	?	3%
Cc1ccc(Oc2coc3cc(OC(=O)c4cccs4)ccc3c2=O)cc1	-17%	-6%	-3%	41%[activator]	14%	2%
COc1ccc(CNC(=S)NC(C)CCc2ccccc2)cc1 (centres undefined)	-7%	0%	3%	?	-20%	-28%
CCc1cc(CNC(=O)CCc2nnc(CCCc3ccccc3)o2)on1	8%[57.1 µM]	-1%	-12%	-10%	14%	?
O=C(CSc1nnc(-c2ccc(Cl)cc2)o1)NNC(=O)c1ccncc1	-1%	0%	/	56%[activator]	11%	55%[activator]
CC1CN(S(=O)(=O)c2cccc(C(=O)N=c3sccn3C)c2)CC(C)O1 (centres undefined)	-1%	2%	/	-13%	?	?
O=c1[nH]c2ccccc2c(=O)n1-c1cccc(Cl)c1	13%	1%	2%	21%	-30%	?
CCn1c(=O)n(CC)c2cc(S(=O)(=O)N3CCOCC3)ccc21	5%	3%	0%	-5%	15%	-14%
CC(=O)Nc1ccc(/C=N/NS(=O)(=O)c2cc(C)ccc2C)cc1	-1%	-5%	6%	-1%	6%	?
Cc1cccnc1NC(=O)C1CCN(S(=O)(=O)c2ccc3c(c2)CCC(=O)N3)CC1	4%	-3%	1%	/	7%	?
CCOc1cc(NC(=S)NCCCN2CCOCC2)c(OCC)cc1NC(=O)c1cccs1	-1%	5%	11%	0%	-24%	?
O=C(Nn1cc(C(=O)Nc2ccccc2F)c2ccccc2c1=O)c1cnccn1	4%	-1%	-2%	4.1µM*	-24%	?
Cc1c(O)ccc2c(-c3ccccc3)cc(=O)oc12	-1%	1%	5%	?	-9%	-13%
CCCCCCn1c(C(C)NC(=O)c2ccco2)nc2ccccc21 (centres undefined)	40µM*	-7%	1%	?	-28%	?
CC(C)N=C(NS(=O)(=O)NC(=O)c1ccccc1)c1ccccc1	-5%	-12%	5%	15%	24%	28%
CC(C)(C)Nc1nc(SCc2ccccc2)nc(N2CCOCC2)n1	23%	3%	1%	?	-1%	19%
Cc1cc(NC(=O)c2cccc(S(=O)(=O)N3CCCCCC3)c2)no1	1%	-6%	-3%	/	5%	8.3µM*
COC(=O)c1cc(S(=O)(=O)N2CCC(C)CC2)ccc1F	3%	-3%	-1%	-17%	2%	1%
SMILES	Sm TGR block	TbPYK inhibitor	LmPK inhibitor	Pf growth 48h	HCV inhibitor	Pf growth 96h
COc1cc(CCC(=O)Nc2ccc(Cl)c(C(F)(F)F)c2)cc(OC)c1OC	-8%	-14%	2%	?	?	?
CSCCC(NS(=O)(=O)c1ccccc1F)C(=O)NCCCn1nc(C)cc1C (centres undefined)	-2%	-1%	/	6%	18%	31%[activator]
O=C(Cn1nnc(-c2ccc(NC(=O)c3ccccc3F)cc2)n1)NCc1ccc(F)cc1	8%	1%	2%	41%[activator]	22%	57%[activator]
Cc1cc(=O)oc(C)c1C(=O)NCC1CCCO1 (centres undefined)	-7%	5%	-3%	5%	?	16%
CC(=NCC1CCCO1)c1c(O)n(C2CCCCC2)c(=O)[nH]c1=O (centres undefined)	-8%	-2%	-1%	-14%	13%	-21%
CCN(C(=O)CSc1n[nH]c(-c2cc(Cl)ccc2OC)n1)C1CCS(=O)(=O)C1 (centres undefined)	7%	-2%	/	-2%	2%	?
COc1ccc(CCNC2=NCCS2)cc1OC	-14%	3%	-13%	-100%	4%	0%
NNC(=O)c1sc2cc(C(F)(F)F)cnc2c1-c1ccccn1	16%	4%	-6%	-3%	-6%	-9%
CCn1c(SCc2cccnc2)nc2c1c(=O)n(C)c(=O)n2C	-2%	0%	-4%	5%	11%	43%[activator]
COc1ccc2cc(C3C(C#N)=C(N)OC(C)=C3C(C)=O)c(Cl)nc2c1 (centres undefined)	-3%	1%	2%	24%	16%	-3%
Cc1cc(OC(=O)c2cc([N+](=O)[O-])ccc2Cl)c([N+](=O)[O-])c(=O)[nH]1	-4%	12%	-7%	9%	-1%	39%[activator]
CC12CCC(=O)N1C(C(=O)Nc1nnc(SCc3ccc(F)cc3)s1)CS2 (centres undefined)	-15%	-2%	-24%	-19%	8%	-21%
O=C(COC(=O)c1ccc[nH]c1=O)NC1CCCCCCC1	5%	1%	4%	3%	2%	0%
CCOC(=O)c1sc(SCC(=O)Nc2ccc(N(C)C)cc2)nc1N	-5%	0%	0%	-4%	6%	?
COC(=O)N/N=C\c1cc(Br)ccc1OCc1ccccc1	0%	-1%	3%	17%	10µM*	51%[activator]
O=C(NCCc1c[nH]c2ccccc12)c1ccc2[nH]c(=O)c(=O)[nH]c2c1	-9%	0%	0%	/	16%	11%
COc1ccc(/C(N)=N/OC(=O)c2cccc([N+](=O)[O-])c2C)cc1OC	-1%	-3%	1%	/	?	13µM*
COc1ccc(-n2c(=S)[nH]c3cc(C(=O)NCCCN4CCOCC4)ccc3c2=O)c(OC)c1	0%	-19%	-17%	3%	0%	?
COc1ccc(S(=O)(=O)Cc2ccc(C(=O)NCCCN(C)c3ccccc3)o2)cc1	-33%	3%	6%	23%	-8%	0%
Cc1c(C(=O)O)oc2ccc3c(c12)C(O)CC(C)(C)O3 (centres undefined)	8%	-5%	-1%	-9%	16%	4.7µM*
CN(C)c1nc(NCc2ccccc2)nc(N/N=C/c2ccc(Cl)cc2Cl)n1	-16%	-9%	2%	?	24%	9.3µM*
Cc1ccc(CN2CC34C=CC(O3)C(C(=O)NCc3ccco3)C4C2=O)cc1 (centres undefined)	?	0%	3%	20%	9%	-5%

Ordered by SMILES length (falling): part of the list above.
SMILES	Sm TGR block	TbPYK inhibitor	LmPK inhibitor	Pf growth 48h	HCV inhibitor	Pf growth 96h
CCN(C(=O)CSc1n[nH]c(-c2cc(Cl)ccc2OC)n1)C1CCS(=O)(=O)C1 (centres undefined)	7%	-2%	/	-2%	2%	?
COc1ccc(S(=O)(=O)Cc2ccc(C(=O)NCCCN(C)c3ccccc3)o2)cc1	-33%	3%	6%	23%	-8%	0%
COc1ccc2cc(C3C(C#N)=C(N)OC(C)=C3C(C)=O)c(Cl)nc2c1 (centres undefined)	-3%	1%	2%	24%	16%	-3%
CN(C)c1nc(NCc2ccccc2)nc(N/N=C/c2ccc(Cl)cc2Cl)n1	-16%	-9%	2%	?	24%	9.3µM*
NNC(=O)c1sc2cc(C(F)(F)F)cnc2c1-c1ccccn1	16%	4%	-6%	-3%	-6%	-9%
COc1ccc(CCNC2=NCCS2)cc1OC	-14%	3%	-13%	-100%	4%	0%
